# Compound activity as filed in PubChem BioAssay.
# T cell HTS = modulates CD8 T cell binding to vesicles; calls only at 7 µM; 330,000 tested, 0.068% active; 2C CD8+ T cell-vesicle binding, flow cytometry; stronger effect = lower value;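 active = response, share of CD8 T cells binding vesicles, and their 90th percentile fluorescence all below set limits, cut at about 80% in these data, passing the limit was not always enough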
#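 System: murine 2C transgenic CD8+ T lymphocytes; also added: QL9-loaded Drosophila micro-vesicles; times: binding 1.5 h at 37 °C; measured by: flow cytometry, PE anti-B7-1 (FL2) versus Alexa647 anti-CD8 (FL8), PFA-fixed; control set: Peptide-free naked vesicles (low) and QL9 vesicles with 0.7% DMSO vehicle (high)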
# Salmonella PhoP GFP = PhoP-dependent GFP reporter repression – Salmonella Typhimurium, primary screen (AID 1863). S. Typhimurium PhoP-regulated promoter GFP reporter, 4 h; higher % means a stronger effect. one-dose inhibition, % at 50 µM; IC50 in µM for titrated hits. 300,000 tested, 0.16% active;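 active = inhibition over 29.93%, a cutoff 3 SD above the screen mean, later confirmed by dose response; inconclusive = inhibition over 29.93% but no dose response follow-up; inactive = inhibition at most 29.93% or unconfirmed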;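 also: 0% = low Mg2+ inducing control and 100% = high Mg2+ repressing control; strong numbers were not always called active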
# Myeloid diff MLP = promotes myeloid progenitor differentiation; ER-HoxA9 myeloid progenitors, lysozyme-GFP differentiation, flow cytometry; calls only at 10 µM; 360,000 tested, 1% active;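 active = normalized GFP-positive differentiation at or above the plate's own cutoff, the solvent-only control mean plus 3 SD; inconclusive = no clear call, values can overlap the other calls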;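 also: cells exposed to compound for four days before flow analysis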
# RSV antiviral HEp-2 = RSV antiviral activity via CPE protection, HEp-2 cells, primary 10 µM value included (AID 2391). HEp-2 cells, RSV-induced CPE inhibition; higher % means a stronger effect. CPE inhibition, % at 10 µM; hits with a dose series show IC50 in µM. 310,000 tested, 0.13% active; in the data active = a potency from the dose series; inconclusive = CPE inhibition mostly from about 23% at the one dose, without a potency; inactive = the rest, 99 in 100 with CPE inhibition below about 21%; also: strong numbers were not always called active
# Large T inhibition = SV40 large T antigen inhibitors, biochemical (AID 1903) | SV40 large T antigen ATPase/helicase inhibition assay; higher % means a stronger effect | inhibition, % at 20 µM; hits with a dose series show IC50 in µM | 310,000 tested, 0.39% active; in the data active = a potency from the dose series; inconclusive = inhibition mostly from about 32% at the one dose, without a potency; inactive = the rest, 99 in 100 with inhibition below about 32%; also: strong numbers were not always called active
# WT yeast gro inh = growth inhibition of WT yeast, mitochondrial fusion screen; mitochondrial fusion phenotypic screen, WT strain; inhibition, % at 10 µM; 190,000 tested, 2.1% active; AID 1362; in the data active = inhibition above about 58%; tested in S. cerevisiae
# West Nile antiviral = West Nile virus antiviral activity, cell-based, CPE readout (AID 1621); West Nile virus-infected cells, CPE inhibition; higher % means a stronger effect; one-dose CPE inhibition, % at 10 µM; IC50 in µM for titrated hits; 290,000 tested, 0.02% active; in the data active = a potency from the dose series; inconclusive = CPE inhibition mostly from about 3.7% at the one dose, without a potency; inactive = the rest, 99 in 100 with CPE inhibition below about 2.2%; also: strong numbers were not always called active
# bCat nuc transl = alters nuclear translocation of beta-catenin in HeLa cells; immunofluorescence imaging; nuclear translocation activity, % at 5 µM; 190,000 tested, 0.3% active; AID 1665;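 active = nuclear translocation activity above 50% at 5 µM, with a well cell count of 50 or more; inconclusive = wells under 50 cells across six images, flagged as toxic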;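 also: per-cell ratio of nuclear to cytoplasmic median beta-catenin stain intensity; plate controls were DMSO negative control for no effect and GSK-3 inhibitor IX positive control for full effect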
#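 Assay system: human HeLa cells, native beta-catenin; doses: 5 µM primary, 0.02–20 µM confirmation; incubation: compound treatment 24 h, 37°C, 5% CO2; technique: fluorescence imaging of beta-catenin antibody stain plus DAPI; measure: % activation, nuclear-to-cytoplasmic median beta-catenin signal ratio per cell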
# MgcRacGAP inhibition = MgcRacGAP GTPase-activating activity inhibitors, confirmation, biochemical, ADP Hunter fluorescence | MgcRacGAP-stimulated Rac1 GTP hydrolysis, ADP Hunter fluorescence; higher % means a stronger effect; GST-tagged Rac1 F28L mutant substrate | 340,000 tested, 0.6% active | inhibition, % at 30 µM, or IC50 in µM where a hit was titrated;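 active = first-screen hits whose inhibition reached a set limit at any dose in the follow-up dose series; inconclusive = inhibition above the set first-screen limit but never retested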;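 also: fluorescence reports GDP produced by GAP-driven GTP hydrolysis; strong numbers were not always called active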
# WT yeast gro inh mutant strain = second read-out of WT yeast gro inh, no call of its own (marks repeat the call); inhibition, %; mitochondrial fusion phenotypic screen, mutant strain inhibition
# bCat nuc transl cell count 5 µM = further read-out of bCat nuc transl, marked with its call; cell count; measured here: cell count, cytotoxicity flag
# T cell HTS vesicle-bound % = further read-out of T cell HTS, marked with its call; double positive events, %; measured here: CD8+ vesicle-bound cell fraction;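 binding gate set so that unloaded-vesicle control wells show 10% double positive cells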
# Myeloid diff MLP GFP+ MAC1+ % = second read-out of Myeloid diff MLP, no call of its own (marks repeat the call); GFP+ MAC1+ double positive, %; measured here: differentiation confirmed by MAC1 staining
# Active calls of the source: *; i = inactive; ? = inconclusive; . = not tested or not shown; + = active, no number.
SMILES,T cell HTS,T cell HTS vesicle-bound %,Salmonella PhoP GFP,Myeloid diff MLP,Myeloid diff MLP GFP+ MAC1+ %,RSV antiviral HEp-2,Large T inhibition,WT yeast gro inh,WT yeast gro inh mutant strain,West Nile antiviral,bCat nuc transl,bCat nuc transl cell count 5 µM,MgcRacGAP inhibition
CCOc1ccc(S(=O)(=O)NCCC(=O)OC(C)C(=O)N2CCc3ccccc32)cc1 (stereo unspecified),i,34,0%,i,1.1,1.9%,1%,5,-2,-0.2%,0.4,1375,4%
CCOC(=O)/C(N=Nc1ccc(Cl)cc1)=C(/O)c1ccc([N+](=O)[O-])cc1,i,42,9%,i,0.3,2.4%,18%,.,.,.,-1.0,1214,8%
CC(CCl)OC(C)CCl (stereo unspecified),i,25,.,i,1.4,0.9%,.,.,.,.,.,.,1%
O=C1c2ccccc2NC(c2ccc([N+](=O)[O-])cc2)N1O (stereo unspecified),i,58,-5%,i,0.7,-0.1%,6%,-16,3,-2.1%,-4.5,1060,4%
Clc1ccc2c(c1)C1=C(C(c3ccncc3)O2)C(c2ccc(Br)cc2)n2ncnc2N1 (stereo unspecified),i,42,1%,i,3.2,10.0%,12%,23,-5,2.2%,-1.7,1389,-3%
COC(=O)c1ccc2c(=O)n(CCCCCC(=O)O)c(=S)[nH]c2c1,i,41,2%,i,0.0,2.0%,7%,-5,-11,-0.1%,0.1,468,4%
CNC(=O)c1ccc(-c2nc(-c3ccccc3)cs2)cc1,i,51,8%,.,.,5.2%,2%,6,1,1.1%,-0.9,1168,11%
O=C(CN1CCN(S(=O)(=O)c2ccccc2)CC1)Nc1ccnn1C1CCCC1,i,7,.,i,0.3,0.3%,.,.,.,.,.,.,-3%
C=CCn1c(=O)/c(=C\c2ccsc2)s/c1=C(/C#N)C(=O)NCCN1CCOCC1,i,54,-67%,i,0.6,-1.8%,3%,11,13,-0.2%,-3.0,1133,9%
CC(=O)NC(=S)Nc1ccc(NC(=S)NC(=O)c2ccc([N+](=O)[O-])cc2)cc1,i,21,-20%,i,0.4,0.8%,1%,.,.,0.1%,-0.9,1350,12%
COc1ccc(NC2=NCC(Cc3ccc(Br)cc3)S2)cc1 (stereo unspecified),i,60,17%,i,0.5,0.0%,17%,57,57,-1.1%,2.3,475,12%
O=C(NCCS(=O)(=O)NCc1ccccn1)c1ccccc1,i,36,-1%,i,0.7,0.4%,10%,.,.,.,.,.,4%
CCOC(=O)c1ccc(NC(=O)Cn2cc3c(n2)CCC(C)C3)cc1 (stereo unspecified),i,13,0%,i,0.6,0.8%,1%,25,4,0.1%,1.8,1086,11%
Cc1csc(C(=O)O)c1-n1cccc1,i,37,-14%,i,1.1,3.1%,17%,-4,5,-0.1%,6.2,967,9%
CCCc1[nH]nc2c1C(c1ccc(OC)c(Cn3nc(C)c(Br)c3C)c1)C(C#N)=C(N)O2 (stereo unspecified),i,19,10%,i,0.6,1.5%,12%,10,-4,-0.1%,-1.3,1023,8%
Cc1nc(C)n(CC(=O)N2CCCC(C(=O)c3ccc(Cl)cc3C)C2)n1 (stereo unspecified),i,32,-5%,i,0.5,1.9%,3%,1,16,-0.6%,-1.8,1156,1%
CCn1c(CSc2nc3ccccc3s2)nnc1SCC(=O)c1ccc(Cl)cc1,i,25,-12%,i,0.8,17%,5%,-4,-22,-0.2%,.,.,0%
COc1cccc(-c2cc(C(=O)N3CCN(c4ccc(F)cc4)CC3)no2)c1,i,30,-3%,i,3.2,0.2%,8%,.,.,-0.4%,.,.,43%
COC(=O)c1cnn(-c2ccccc2)c1/C=N/NC(=S)Nc1ccc(Cl)cc1,i,52,-11%,i,0.9,1.4%,8%,.,.,0.6%,-0.4,1333,.
CCc1noc(C)c1C(=O)N1CCCC(N2CCN(c3ccc(F)cc3)CC2)C1 (stereo unspecified),i,29,-4%,+,5.3*,0.8%,14%,.,.,-1.6%,.,.,-4%
COc1cccc2c(=O)ccoc12,i,59,-6%,i,1.3,3.1%,1%,-12,1,1.0%,-0.9,960,10%
C[n+]1cn(/N=C/c2ccccc2)c2ccccc21,i,26,-11%,i,0.3,1.7%,6%,-5,5,-0.1%,.,.,3%
O=C(NCc1ccco1)c1cc(-c2ccco2)on1,i,45,-4%,i,0.7,-1.6%,7%,-10,5,0.0%,-3.8,975,4%
CN(C)/C=C/C(=O)c1cnc2sccn2c1=O,i,56,1%,i,1.0,0.6%,8%,-13,4,-0.1%,-1.3,1085,4%
C/C(=N\OCc1nc2ccccc2c(=O)n1/N=C/c1cc(C)cc([N+](=O)[O-])c1O)c1ccccc1,i,50,-7%,i,0.5,?,0%,.,.,0.0%,-1.2,1307,7%
O=C(CNCc1ccc(F)cc1)Nc1ccc(S(=O)(=O)N2CCOCC2)cc1,i,7,-1%,i,4.4,3.5%,0%,.,.,-0.1%,.,.,8%
COCCNc1nnc(Cc2ccc(OC)c(OC)c2)c(=O)[nH]1,i,46,4%,i,0.4,0.2%,2%,.,.,-0.3%,.,.,7%
O=C(Nc1ccc(S(=O)(=O)Nc2ncccn2)cc1)c1ccc(Cl)c([N+](=O)[O-])c1,i,55,-5%,i,0.3,-0.6%,11%,.,.,-0.4%,.,.,12%
Cn1cnnc1SCC(=O)Nc1ccc(S(=O)(=O)N2CCOCC2)cc1,i,26,.,i,0.3,2.6%,.,.,.,.,.,.,2%
COc1nc2ccccc2c(=O)n1OCC(C)C,i,19,-4%,i,0.6,-0.6%,1%,4,25,0.2%,-1.4,832,5%
COc1ccccc1C(=O)NC(=O)COC(=O)CNC(=O)c1ccccc1,i,55,3%,i,0.9,-1.2%,9%,.,.,.,.,.,4%
CC(C)(C)C1=C(C#N)C(c2cccnc2)C(C#N)=C(N)O1 (stereo unspecified),i,27,4%,i,0.9,-0.2%,11%,-2,-11,1.6%,-0.7,943,7%
CCOC(=O)c1ccccc1NC(=O)COC(=O)C1=COCCO1,i,41,7%,i,0.8,0.8%,9%,2,-3,0.1%,-1.3,1132,9%
Cc1cc(NC(=S)Nc2cccnc2)ccc1Br,i,60,-1%,i,0.4,12%,11%,7,6,0.0%,-0.3,1016,12%
Cc1cc(C)n2nc(C(=O)N3CCOCC3)nc2n1,i,10,1%,i,1.1,1.2%,7%,-9,14,-0.4%,-6.0,833,3%
COc1ccc(NC(=O)C(NC(=O)c2ccc(=O)[nH]c2)c2ccc(OC)cc2)cc1 (stereo unspecified),i,51,-5%,i,0.6,1.1%,12%,-8,17,0.0%,-1.5,1030,5%
O=C(c1ccco1)N1CCN(Cc2nc3ccccc3c(=O)n2-c2ccc(F)cc2)CC1,i,37,-3%,i,0.5,0.8%,3%,-8,-11,-0.4%,-11,1218,3%
CC(C)Cc1ccc(S(=O)(=O)N2CCN(C(=O)c3ccco3)CC2)cc1,i,31,-4%,i,3.5,6.2%,-7%,-11,16,-1.2%,-0.4,1188,15%
Cc1ccc(OCc2cc(C(=O)N3CCc4[nH]cnc4C3c3ccccn3)no2)cc1C (stereo unspecified),i,29,1%,i,3.8,3.9%,9%,.,.,0.0%,.,.,-6%
Cn1c(SCC(=O)NC(C)(C)C)nnc1-c1cccc(NC(=O)c2ccccc2F)c1,i,24,3%,i,0.7,3.0%,-4%,2,1,0.1%,-8.6,1157,2%

# Gathered by group: the compounds so far with a COOH group
SMILES,T cell HTS,T cell HTS vesicle-bound %,Salmonella PhoP GFP,Myeloid diff MLP,Myeloid diff MLP GFP+ MAC1+ %,RSV antiviral HEp-2,Large T inhibition,WT yeast gro inh,WT yeast gro inh mutant strain,West Nile antiviral,bCat nuc transl,bCat nuc transl cell count 5 µM,MgcRacGAP inhibition
COC(=O)c1ccc2c(=O)n(CCCCCC(=O)O)c(=S)[nH]c2c1,i,41,2%,i,0.0,2.0%,7%,-5,-11,-0.1%,0.1,468,4%
Cc1csc(C(=O)O)c1-n1cccc1,i,37,-14%,i,1.1,3.1%,17%,-4,5,-0.1%,6.2,967,9%

# The listing continues.
SMILES,T cell HTS,T cell HTS vesicle-bound %,Salmonella PhoP GFP,Myeloid diff MLP,Myeloid diff MLP GFP+ MAC1+ %,RSV antiviral HEp-2,Large T inhibition,WT yeast gro inh,WT yeast gro inh mutant strain,West Nile antiviral,bCat nuc transl,bCat nuc transl cell count 5 µM,MgcRacGAP inhibition
O=S(=O)(NC(=NCc1ccccc1)c1ccccc1)c1ccccc1,i,12,7%,i,0.4,-0.3%,-6%,.,.,-1.0%,.,.,4%
CCN(CC)C(=O)C(=O)N/N=C/c1ccc(Br)cc1,i,58,0%,i,1.5,1.3%,8%,8,5,1.1%,-1.1,1127,-4%
COc1cccc(/C(O)=C2\C(=O)C(=O)N(c3ccccn3)C2c2cccc(OC)c2OC)c1 (stereo unspecified),i,29,13%,i,1.2,0.3%,4%,17,15,0.0%,-0.4,1381,6%
O=C(CSc1n[nH]c(=O)[nH]c1=O)N/N=C/C=C\c1ccccc1,i,48,-9%,i,0.1,-0.5%,5%,-21,10,-0.1%,-0.4,1147,5%
CC1=NN(c2nc(-c3ccc(C)cc3)cs2)C(=O)C1N=Nc1ccccc1O (stereo unspecified),i,68,-12%,?,.,4.5%,24%,6,26,-0.3%,-2.2,1048,.
COc1cc(C(=O)OCC(=O)N(C)Cc2ccccc2)cc(OC)c1OC,i,22,8%,i,1.0,0.2%,1%,17,3,-0.3%,-5.4,1148,13%
NC(=O)c1ccc(-n2nnnc2Oc2ccccc2)cc1,i,41,-19%,i,1.2,-1.0%,4%,-19,-5,?,1.4,1179,5%
CC(c1ccccc1)N1C(=O)c2cccnc2C1=O (stereo unspecified),i,58,6%,i,0.5,0.7%,10%,.,.,0.0%,.,.,10%
CCC(C)NC(=O)Nc1ccc(F)c(Cl)c1 (stereo unspecified),i,8,-1%,i,0.3,-0.7%,-2%,-11,-14,-0.3%,0.5,1539,5%
O=C(O)CSC12CC3CC(C1)CC(C(=O)O)(C3)C2,i,15,.,i,1.1,1.9%,.,.,.,0.9%,2.3,1187,6%
CC(C)(C)c1ccc(Cn2nnc3c(=O)[nH]c(C4CCCN(C(=O)c5ccco5)C4)nc32)cc1 (stereo unspecified),i,16,5%,i,0.5,19%,9%,.,.,-0.9%,.,.,3%
